# From PubChem
# GSIS activator = primary screen for activators of insulin secretion dependent on glucose, INS-1E cells, GLuc reporter luminescence; INS-1E GLuc reporter insulin secretion, 2-3 h; activation, % at 16.6 µM; 370,000 compounds, 0.61% hits;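 active = lowest replicate activation of at least 40%, so every replicate reaches that level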;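 note: 0% = median of neutral control wells and 100% = median of IBMX positive control wells; some compounds called inactive have numbers as strong as hits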
# RAD54 inh = inhibitors of human RAD54 branch migration. 360,000 compounds, 0.14% hits. RAD54 Holliday junction branch migration, FAM/BHQ fluorescence. AID 602329. inhibition, % at 10.4 µM;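 active = mean normalized replicate activity at least 40 and at least half of replicates scoring 40 or more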;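 note: 0% = median of neutral control wells and 100% = median of positive control wells; inhibitors cause a drop in the FAM fluorescence signal; in these data hits start at about 50%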
# Target sequence (Q92698 whole entry, looked up): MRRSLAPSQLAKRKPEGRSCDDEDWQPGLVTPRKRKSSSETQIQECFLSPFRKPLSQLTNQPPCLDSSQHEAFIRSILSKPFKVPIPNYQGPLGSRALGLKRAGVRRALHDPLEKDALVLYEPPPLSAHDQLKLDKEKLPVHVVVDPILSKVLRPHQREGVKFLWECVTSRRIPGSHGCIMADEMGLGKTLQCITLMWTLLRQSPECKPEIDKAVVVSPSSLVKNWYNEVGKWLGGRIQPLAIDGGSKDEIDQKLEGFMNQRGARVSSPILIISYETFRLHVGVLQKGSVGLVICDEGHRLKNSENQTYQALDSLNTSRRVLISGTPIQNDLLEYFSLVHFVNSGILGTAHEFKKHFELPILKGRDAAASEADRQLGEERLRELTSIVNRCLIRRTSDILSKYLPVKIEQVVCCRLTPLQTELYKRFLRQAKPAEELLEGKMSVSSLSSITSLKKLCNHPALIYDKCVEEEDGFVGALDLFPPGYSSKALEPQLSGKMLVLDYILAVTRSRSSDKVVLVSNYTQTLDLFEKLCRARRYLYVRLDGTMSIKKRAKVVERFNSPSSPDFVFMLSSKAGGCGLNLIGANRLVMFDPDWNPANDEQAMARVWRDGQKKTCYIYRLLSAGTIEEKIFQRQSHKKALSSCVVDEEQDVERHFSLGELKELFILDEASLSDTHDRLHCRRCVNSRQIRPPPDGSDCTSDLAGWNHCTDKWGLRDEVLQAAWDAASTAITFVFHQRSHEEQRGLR
# F508del corr = CFTR F508del correction in bronchial cells; CFBE cells, YFP halide quenching; stimulated with forskolin plus potentiator P3; % fluorescence drop versus neutral controls; activity (quench increase), % at 7.58 µM; 350,000 compounds, 0.36% hits; AID 720511;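 active = mean added fluorescence quench of at least 8% versus neutral control, with both replicates also reaching 8%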;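 note: cells transiently co-express mutant CFTR-F508del with the halide-sensitive YFP; corrector assay measuring rescue of mutant channel to the surface after 24 h compound exposure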
# XiGFP reactiv = activators of X-chromosome reactivation in mouse fibroblasts. AID 743238. 360,000 compounds, 0.055% hits. activation, % at 7.58 µM. XiGFP mouse fibroblasts, % GFP-positive cells imaging, 3 d; cells co-treated with 5-aza-dC sensitizer; scaled so ellipticine positive control = 100%;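 active = mean normalized replicate activation at least 10% and every replicate at or above 10%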;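 note: 0% = median of on-plate neutral control wells and 100% = ellipticine 6 µM median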
#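 Material: SV40-immortalized XiGFP fibroblast cells, line 68-5-11 | Buffer or medium: DMEM containing 5-aza-dC | Dosing: One concentration, pinned | Times: 3 d treatment, 15 min room-temperature fixation | Controls: Ellipticine 6 µM positive control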
# ARNT-TACC3 inh = ARNT/TACC3 interaction disruption; 390,000 compounds, 0.66% hits; inhibition, % at 9.99 µM; AID 623870; AlphaScreen His-ARNT PAS-B/GST-TACC3 binding, luminescence; TACC3 fragment carries E629A point mutation;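 active = mean inhibition of replicates at least 50% and at least half of replicates each reaching 50%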;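 note: 0% = complete ARNT plus TACC3 wells and 100% = ARNT alone without TACC3; many hits fall short of the cut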
# RAD52 anneal inh = blocks human RAD52 DNA annealing; P43351; recombinant RAD52 DNA annealing, FRET fluorescence; inhibition, % at 18.7 µM; 360,000 compounds, 0.46% hits;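 active = every replicate showing at least 50% inhibition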
# ERAP1 HTS inh = blocks human ERAP1 aminopeptidase activity | Q9NZ08 | AID 652197 | 340,000 compounds, 0.15% hits | recombinant ERAP1, Leu-AMC fluorescence, 60 min | inhibition, % at 10.7 µM;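 active = mean replicate inhibition of at least 30%, or all replicates individually reaching that 30% level; inactive = mean below 30% and not every replicate reaching it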;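 note: 0% = neutral control wells and 100% = L-leucinethiol positive control wells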
# esBAF inh = inhibitors of esBAF chromatin remodeling in mouse ES cells. 350,000 compounds, 2% hits. Bmi1-luciferase knock-in reporter, 24 h; 100% = twice the neutral-well signal. reporter increase, % at 12.5 µM; in the data active = activation above about 40%;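 note: 0% = median of the plate's neutral control wells and 100% = double that signal; a rise in the Bmi1 reporter signal indicates esBAF inhibition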
# Active calls of the source: *; nt = not tested or not shown; & = joins results of further samples.
SMILES,GSIS activator,RAD54 inh,F508del corr,XiGFP reactiv,ARNT-TACC3 inh,RAD52 anneal inh,ERAP1 HTS inh,esBAF inh
O=C(c1ccccc1)N1C[C@H]2[C@@H](c3ccccc31)[C@@H](CO)N2C(=O)Nc1ccccc1Cl,-18.9,9.1,0.9,0.0,-0.4,4.8,2.0,-3.0
COc1ccc(CCNS(=O)(=O)c2cn(C)c(=O)n(C)c2=O)cc1OC,8.4,-2.7,5.0,0.2,3.1,-4.1,3.5,1.6
COc1ccc2nc(N3CCCC(C(=O)NCCc4ccc(OC)c(OC)c4)C3)sc2c1 (stereo not given),5.1,6.2,1.0,0.1,-6.4,-8.6,-2.0,53.0*
O=C(Nc1cccc2cccnc12)c1cccc(Cl)c1,nt,-1.9,-3.0,0.1,-4.6,-7.9,-2.0,-0.7
COc1cccc(S(=O)(=O)N(C)C[C@H]2Oc3ncc(C#CCC(C)C)cc3C(=O)N([C@@H](C)CO)C[C@@H]2C)c1,-21.5,-1.3,-0.3,0.9,9.0,6.3,-0.2,-2.4
CCCOc1cc(NCc2ccccc2)c2ncn(C(C)C)c2c1,-26.4,-13.9,4.2,0.0,1.5,2.0,-3.9,-6.7
C[C@@H]1CN([C@@H](C)CO)C(=O)CCCn2cc(nn2)CO[C@H]1CN(C)Cc1ccc(Oc2ccccc2)cc1,14.5,nt,-0.7,0.0,nt,nt,nt,-0.9
CCOc1ccccc1NC(=O)NCCc1c[nH]c2ccccc12,-1.3,1.9,0.7,0.0,29.1,-6.6,-8.9,-4.8
CCN(CC(=O)Nc1ccccc1C(F)(F)F)C(=O)CCS(=O)(=O)c1ccc(Cl)cc1,-2.0,nt,-1.4,0.0,2.0,-18.3,4.9,-1.3
CCOc1cc(C(=O)NCCCNC(=O)c2cc(OCC)c(OCC)c(OCC)c2)cc(OCC)c1OCC,-10.8,nt,-3.9,0.0,3.8,-8.1,0.6,nt
CCOC(=O)Cc1csc(NC(=O)/C=C/c2ccc(Br)o2)n1,33.1,3.9,1.2,0.0,3.8,-43.8,2.2,nt
Cc1ccccc1-c1ccc([C@H]2[C@@H](CO)N3CCCCN(C(=O)Nc4ccccc4)C[C@@H]23)cc1,-20.2,-6.0,-2.2,0.0,14.1,3.8,-1.8,nt
O=C(CNc1ccc(C(F)(F)F)cc1)Nc1cccc(S(=O)(=O)N2CCCC2)c1,-11.6,2.5,2.4,-0.1,-6.4,1.4,1.8,5.8
CC(C)n1c(SCC(=O)Nc2nc3ccccc3s2)nc2c1c(=O)n(C)c(=O)n2C,-2.5,1.5,nt,nt,-8.4,nt,nt,11.8
CCCn1c(NCc2ccc3c(c2)OCO3)nc2ccccc21,-18.1,-7.8,-0.3,nt,0.1,-15.0,-2.7,9.1
Cc1cccc(-c2noc(CCCC(=O)NCC3CCCO3)n2)c1 (stereo not given),-3.3,2.5,0.1,0.3,6.4,-0.1,-2.1,-3.4
CC1CCCCN1S(=O)(=O)c1ccc(C(=O)Nc2sccc2C(N)=O)cc1 (stereo not given),-3.3,-5.8,3.1,0.1,1.8,-44.4,-3.7,82.6*
Cc1nc2cc(F)ccc2n1C1CCN(C(=O)c2ccc(F)cc2F)CC1,-15.9,nt,0.0,0.2,6.6,-16.7,0.0,nt
C[C@@H]1CCCCO[C@@H](CN(C)Cc2ccccc2)[C@@H](C)CN([C@@H](C)CO)C(=O)c2cc(NC(=O)c3ccncc3)ccc2O1,1.3,3.9,-1.5,0.1,3.3,4.1,1.1,4.2
O=C(NC1CCSC1=O)c1ccc(Oc2cccc(C(F)(F)F)c2)nc1 (stereo not given),-9.4,6.1,nt,nt,-5.3,nt,nt,-1.1
NC(=O)CC(NC(=O)c1ccccc1)c1ccc(NCCN2CCCCC2)c([N+](=O)[O-])c1 (stereo not given),nt,-6.5,-0.7,-0.1,-4.7,-0.1,-2.9,-4.6
O=C(N/N=C/c1ccco1)c1cccc([N+](=O)[O-])c1,nt,nt,nt,0.5,-5.5,-5.0,-0.1,nt
O=C(NNS(=O)(=O)c1ccc(F)cc1)c1ccc2c(c1)OCO2,17.2,-16.0,-0.1,0.0,nt,-13.5,0.2,nt
Cc1ccccc1NC(=O)Nc1nc(CN)cs1,-4.8,1.6,0.2,0.0,nt,1.1,0.0,-3.7
Cc1cccc(-c2ccc([C@@H]3[C@H]4CN(S(=O)(=O)c5cn(C)cn5)CCCCN4[C@H]3CO)cc2)c1,24.6,2.3,0.3,0.1,-11.2,-1.2,1.7,nt
CCc1c(C)sc(NC(=O)OC)c1C(=O)N1CCOCC1,20.1,-0.4,nt,nt,-2.2,nt,nt,5.2
CC(C)CC#Cc1cnc2c(c1)C(=O)N([C@@H](C)CO)C[C@@H](C)[C@H](CN(C)C(=O)Cc1cccnc1)O2,-8.1,2.1,1.7,-0.9,-1.1,-2.0,0.2,-1.1
Cc1ccc(NC(=O)COC(=O)/C=C/c2ccccc2)cc1S(=O)(=O)N1CCOCC1,2.4,4.4,-0.6,-0.5,-1.2,4.7,-2.3,-6.3
O=C(CNC(=O)c1cccc(Br)c1)N/N=C/c1cc(Br)cc(Br)c1O,-1.7,-9.3,0.6,0.4,16.2,-4.7,-2.4,nt
N#C[C@H]1[C@@H](c2ccc(C3=CCCC3)cc2)[C@@H](CO)N1C(=O)C1CCC1,17.3,-19.0,-1.2,-0.1,-11.3,-29.6,1.0,-1.9
COc1ccc(CNC(=O)CCCN2C(=O)NC3(CCCC3)C2=O)cc1,18.9,1.1,1.2,0.0,-5.5,-1.4,-1.2,-14.2
C/C(=N\Nc1nccnc1Cl)c1ccc(F)cc1,10.9,nt,-0.5,-0.1,-1.2,-8.0,-1.8,nt
CC(=O)c1cccc(NC(=O)C2CCCN(S(C)(=O)=O)C2)c1 (stereo not given),-1.5,5.7,1.6,nt,3.6,-15.1,-2.6,-9.4
O=C(N/N=C/c1ccccn1)c1cc([N+](=O)[O-])cc([N+](=O)[O-])c1,1.5,8.3,-2.7,0.1,60.5*,-0.8,-2.9,7.0
CCN(CC(=O)Nc1c(F)cccc1F)C(=O)c1cccc(S(=O)(=O)N2CCCCCC2)c1,-2.9,-1.6,-1.1,0.0,-3.8,-6.7,-0.5,-4.7
COc1cc(NC(=O)COC(=O)CSc2ccc3ccccc3c2)c(C)cc1[N+](=O)[O-],-14.5,-4.7,nt,-0.1,-3.4,nt,nt,nt
COc1ccc(NS(=O)(=O)c2cc(NC(=O)CC(=O)c3ccc([N+](=O)[O-])cc3)ccc2C)cc1,-5.8,nt,nt,0.0,-1.3,-33.5,1.9,nt
CSCc1ccc(C(=O)N2CCCC(Nc3ccc4c(c3)OCCO4)C2)o1 (stereo not given),13.7,-2.1,-0.1,0.1,-3.0,-13.9,-1.1,4.3
CC(=O)N(C)C[C@@H]1Oc2cc(C3=CCCC3)ccc2S(=O)(=O)N([C@@H](C)CO)C[C@H]1C,11.0,2.6,-0.8,0.0,-3.8,4.9,1.6,2.7
O=C(NCC1CCCO1)c1nn2c(C(F)(F)F)cc(-c3cc(Br)cs3)nc2c1Br (stereo not given),-1.3,0.1,-0.9,0.4,-3.4,-69.6,0.3,-4.1
O=C(c1ccc(F)cc1)C1CCN(Cc2ccc(F)cc2)CC1,12.4,-5.3,0.3,0.3,-0.8,-18.5,-0.4,1.5
Cc1ccc(SC(C)C(=O)NCCC2=CCCCC2)cc1 (stereo not given),-5.8,-7.6,-0.4,0.0,-6.9,-13.8,-5.3,nt
CCOc1ccc(/C=N/OCC(=O)Nc2cc(S(=O)(=O)N3CCOCC3)ccc2OC)cc1,11.3,2.1,-0.7,-0.1,-2.6,-1.0,nt,10.0
COc1cccc(N2CCN(C(=O)c3ccc(CS(=O)Cc4ccc(Cl)cc4)o3)CC2)c1 (stereo not given),-37.7,-9.9,-0.5,0.0,32.3,-1.7,-4.8,0.0
COC(=O)c1cccc(CN2C(=O)C(C)Oc3ccc(C)cc32)c1 (stereo not given),2.7,0.5,0.1,-0.1,nt,-14.5,0.2,7.2
C[C@@H]1CCCCO[C@H](CN(C)Cc2ccccc2)[C@@H](C)CN([C@H](C)CO)C(=O)c2cc(NS(=O)(=O)c3ccc(Cl)cc3)ccc2O1,-15.1&-23.8,7.9&0.6,-0.7&2.9,0.4,0.4,-9.6&35.2,-3.4&0.0,-4.0&-1.2
Cc1ccc(-c2csc3ncn(CC#N)c(=O)c23)cc1,10.4,-3.9,nt,0.0,2.9,nt,nt,6.3
O=C(CCCc1c[nH]c2ccccc12)NCc1ccc2c(c1)OCO2,5.4,-0.1,nt,nt,1.7,nt,nt,2.0

# Arranged by heavy-atom count (smallest number first): three of the compounds above
SMILES,GSIS activator,RAD54 inh,F508del corr,XiGFP reactiv,ARNT-TACC3 inh,RAD52 anneal inh,ERAP1 HTS inh,esBAF inh
O=C(c1ccc(F)cc1)C1CCN(Cc2ccc(F)cc2)CC1,12.4,-5.3,0.3,0.3,-0.8,-18.5,-0.4,1.5
O=C(NCC1CCCO1)c1nn2c(C(F)(F)F)cc(-c3cc(Br)cs3)nc2c1Br (stereo not given),-1.3,0.1,-0.9,0.4,-3.4,-69.6,0.3,-4.1
C[C@@H]1CCCCO[C@H](CN(C)Cc2ccccc2)[C@@H](C)CN([C@H](C)CO)C(=O)c2cc(NS(=O)(=O)c3ccc(Cl)cc3)ccc2O1,-15.1&-23.8,7.9&0.6,-0.7&2.9,0.4,0.4,-9.6&35.2,-3.4&0.0,-4.0&-1.2

# Next structures.
SMILES,GSIS activator,RAD54 inh,F508del corr,XiGFP reactiv,ARNT-TACC3 inh,RAD52 anneal inh,ERAP1 HTS inh,esBAF inh
COC(C[C@@H]1O[C@@H]1C(=O)COCc1ccccc1)OC,18.7,4.5,2.4,0.0,1.0,-8.1,-0.5,-0.9
NS(=O)(=O)c1ccc(NC(=S)N2CCN(c3ccccc3)CC2)cc1,-13.9,1.0,nt,0.0,-3.0,nt,nt,-4.1
CC(C)C(NS(=O)(=O)c1cccc2nsnc12)C(=O)N1CCn2c1nc1ccccc12 (stereo not given),7.4,3.9,1.4,0.0,-0.2,-16.7,3.2,1.5
Cc1ccc(NC(=O)N2CCC(c3nc4c(nnn4Cc4cccc(Cl)c4)c(=O)[nH]3)CC2)cc1,-25.2,-4.4,nt,nt,0.5,nt,nt,-7.8
Cc1ccc(C2=CSC3=NNC4(CCCCC4)NN23)cc1,3.5,-3.9,-3.5,0.3,6.3,-5.5,-1.0,65.8*
O=C(Oc1ccc(NC(=O)c2cc3c(cc2Br)OCO3)cc1)c1ccccc1,-1.4,4.2,-2.1,-0.1,-19.8,-0.9,5.2,-5.4

# Complete entries, quoted from the list.
# CC(=O)c1cccc(NC(=O)C2CCCN(S(C)(=O)=O)C2)c1 (stereo not given) reads GSIS activator = -1.5; RAD54 inh = 5.7; F508del corr = 1.6; XiGFP reactiv = nt; ARNT-TACC3 inh = 3.6; RAD52 anneal inh = -15.1; ERAP1 HTS inh = -2.6; esBAF inh = -9.4
# Cc1ccc(C2=CSC3=NNC4(CCCCC4)NN23)cc1 reads GSIS activator = 3.5; RAD54 inh = -3.9; F508del corr = -3.5; XiGFP reactiv = 0.3; ARNT-TACC3 inh = 6.3; RAD52 anneal inh = -5.5; ERAP1 HTS inh = -1.0; esBAF inh = 65.8*
